Polio RdRp inh – inhibitors of poliovirus RNA polymerase binding and polymerization; P03300; poliovirus polymerase elongation, fluorescence polarization; stronger effect = lower value; % elongation, % (compound at 16.7 µg/mL); 150,000 compounds, 0.66% hits; AID 588519; in the data active = % elongation below about 90%; also: some results filed as inactive read as strong as hits
Target sequence (P03300 1749-2209 limits assumed): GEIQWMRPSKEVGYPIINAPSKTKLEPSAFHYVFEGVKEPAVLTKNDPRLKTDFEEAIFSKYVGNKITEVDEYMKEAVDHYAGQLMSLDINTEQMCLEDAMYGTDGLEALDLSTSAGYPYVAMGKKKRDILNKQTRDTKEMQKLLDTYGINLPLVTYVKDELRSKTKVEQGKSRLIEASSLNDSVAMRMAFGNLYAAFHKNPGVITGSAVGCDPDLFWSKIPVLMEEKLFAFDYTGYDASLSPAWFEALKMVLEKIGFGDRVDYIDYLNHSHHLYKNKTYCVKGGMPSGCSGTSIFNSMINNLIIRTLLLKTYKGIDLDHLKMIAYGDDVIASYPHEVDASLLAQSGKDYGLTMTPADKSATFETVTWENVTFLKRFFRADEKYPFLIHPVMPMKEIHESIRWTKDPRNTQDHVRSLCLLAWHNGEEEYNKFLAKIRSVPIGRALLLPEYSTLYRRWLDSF
Polio RdRp inh FP z-score – recorded beside Polio RdRp inh, whose call it bears; z-score; measured here: FP z-score; hits read low
Starred values were filed as active, the others as inactive.

Structure	Polio RdRp inh	Polio RdRp inh FP z-score
CCOC(=O)C1CCN(C(=O)Nc2ccccc2)CC1	105	0.1
CCc1ccc(-c2nn(CC(=O)NC3CCCCC3)c3c2cnc2ccc(F)cc23)cc1	100	-1.3
COC(=O)c1ccc(N2C(=O)c3ccc(N)cc3C2=O)cc1	102	0.1
Cc1cccc(N2CCN(Cc3nnc(-c4ccc5c(c4)OCO5)o3)CC2)c1C	105	0.1
CC(=O)Nc1ccc(Cc2ccc(NC(C)=O)cc2)cc1	102	-0.3
O=C(Nc1ccccc1)O/N=C/c1ccccc1	99	0
CCCCOC(=O)c1cccc(NC(=O)/C=C/c2ccccc2Cl)c1	101	-0.3
CCc1cc2c(C)cc(=O)oc2cc1OC(=O)[C@@H]1CCCN1C(=O)OC(C)(C)C	98	-0.2
NC(Cn1ccnc1)c1ccccc1 (stereo not given)	104	0
Cc1ccc(C)c(N2CCN(C(=O)CN3CCSc4ccccc43)CC2)c1	102	-1.1
CC1CC(NC(=S)N(C)C)CC(C)(C)C1 (stereo not given)	99	-0.5
Cc1cc(C(=O)COC(=O)Cc2n[nH]c(=O)c3ccccc23)c(C)n1-c1ccc2c(c1)OCO2	103	0

4 of the compounds above, field by field:
> Cc1cc(C(=O)COC(=O)Cc2n[nH]c(=O)c3ccccc23)c(C)n1-c1ccc2c(c1)OCO2
  Polio RdRp inh: 103; Polio RdRp inh FP z-score: 0
> CCOC(=O)C1CCN(C(=O)Nc2ccccc2)CC1
  Polio RdRp inh: 105; Polio RdRp inh FP z-score: 0.1
> CC1CC(NC(=S)N(C)C)CC(C)(C)C1 (stereo not given)
  Polio RdRp inh: 99; Polio RdRp inh FP z-score: -0.5
> CCc1ccc(-c2nn(CC(=O)NC3CCCCC3)c3c2cnc2ccc(F)cc23)cc1
  Polio RdRp inh: 100; Polio RdRp inh FP z-score: -1.3

Next part.
Structure	Polio RdRp inh	Polio RdRp inh FP z-score
CCC(C)NC(=O)C1CCN(S(=O)(=O)c2cccc3nsnc23)CC1 (stereo not given)	103	0.8
CCc1nnc2sc(-c3ccc(N)cc3)nn12	105	0.5
CC(NC(=O)c1sc2ncccc2c1-n1cccc1)c1ccccc1 (stereo not given)	107	0.1
Oc1ccccc1-c1cc(C(F)(F)C(F)F)no1	103	0.3
CCn1c(=O)n(-c2ccc(F)cc2)c(=O)c2sc3ccccc3c21	109	1.5
COc1cccc(C(=O)Oc2ccc3c(c2)NC(C)(C)C=C3C)c1	104	0.5
CCn1nnc2c(N3CCc4cc(OC)c(OC)cc4C3C)ncnc21 (stereo not given)	105	0.3
Cc1cc(N)n(-c2nc3ccccc3n2Cc2ccc(C#N)cc2)n1	101	-0.2
O=C(Cn1c(=O)n(Cc2cccs2)c(=O)c2cccnc21)Nc1ccccc1	102	1.1
COc1cc(Cl)c(NC(=O)c2cc(S(=O)(=O)N3CCCCC3)c[nH]2)c(OC)c1	103	-0.6
COc1ccccc1NC(=O)CSc1nc(O)c(C/C=C/c2ccccc2)c(=O)[nH]1	97	-2.3
N#Cc1ccccc1CSc1nc2ccccc2c(=O)n1CC1CCC(C(=O)NCc2ccco2)CC1 (stereo not given)	99	-0.6
COc1cc(/C=N/N2CCOCC2)ccc1OC(=O)c1ccco1	98	-0.4
C=Cn1c(=N)n(C)c2ccccc21	103	0.3
FC(F)Sc1nnc(-c2ccccc2)c2ccccc12	97	-0.2
CCOc1ccccc1C(=O)N1CCOCC1	100	-0.6
O=C(COC(=O)c1ccc(F)cc1)NC(c1ccccc1)c1ccccc1	104	0.8
O=C(CN1C(=O)C2CCCCN2c2ccc(C(=O)N3CCCC3)cc21)NCc1cccc(F)c1 (stereo not given)	104	-0.5
O=C1CN(c2ccccc2)C(=Nc2ccccc2)S1	100	-0.6
Cc1cccc(C)c1OC(=O)CSc1nnc(-c2cccs2)o1	109	0.5
CN(C)CP(=O)(O)CCn1c2ccccc2c2ccccc21	105	0.2
COC(=O)c1ccccc1OCC(=O)Nc1ccc(C)cc1C	102	0
Cc1cc2cc(CNC(=O)/C=C\c3ccccc3)ccc2[nH]1	104	0.9
CC(=O)NC12CC3(C)CC(C)(CC(C)(C3)C1)C2	103	0.2
COc1ccc(CN2C(=O)C3CC=CCC3C2=O)cc1F (stereo not given)	97	0
Cc1cc(C)nc(N(C#N)CC(=O)N2c3ccccc3Sc3ccc(Cl)cc32)n1	102	0.1
CCOc1ncccc1C(=O)Nc1ccnn1C(=O)c1cccnc1OCC	103	-0.2
COc1cc(Nc2nc(SCc3cccc(Cl)c3)nc3ccccc23)cc(OC)c1	103	-0.6
CC(C)(C)OC(=O)NC1CCN(C(=O)Nc2ccccc2)CC1	104	0.5
CC(C)N1CCC(=O)N(c2ccc3c(c2)CCO3)C1=O	100	-0.4
Cc1cc(N2CCC(C(=O)NCCCN3CCCC3)CC2)n2nc(C)c(-c3ccc(Cl)cc3)c2n1	105	2.6
CCN1CCN(CC(=O)NCc2ccc(Cl)cc2)CC1	99	-1.5
O=C(CSc1nnc2sc3ccccc3n12)N1N=CCC1c1ccccc1 (stereo not given)	103	0.4
CCOc1ccc(OCC)c(NS(=O)(=O)c2cc(Br)cc3c2N(C(C)=O)C(C)C3)c1 (stereo not given)	104	-0.2
CCC(CC)NC(=O)CSc1nnc(Cc2ccccc2)o1	102	0
Cc1ccc(S(=O)(=O)c2nnn3c2nc(N2CCN(c4ccccc4F)CC2)c2cc(Cl)ccc23)cc1C	103	-0.5
Cc1cccc(Cn2nnc3c(=O)[nH]c(C4CCCN(C(=O)c5ccc(C(C)(C)C)cc5)C4)nc32)c1 (stereo not given)	111	1
Cc1c(OCC(=O)C(C)(C)C)ccc2c3c(c(=O)oc12)CCC3	99	-0.7
COC(=O)CC1=NN(c2ccccc2)C(=O)/C1=C/N(C)C	103	0.2
Cc1ccc(/C=C/c2onc(C)c2S(=O)(=O)N2CCC(C(=O)N3CCOc4ccc(C)cc43)CC2)cc1	105	-0.5
COc1cc(-c2nc(-c3ccccc3)c(-c3ccc(Br)cc3)[nH]2)cc(OC)c1O	111	1.8
CCn1cc(C(=O)NCCCOC(C)C)c(=O)c2cc(S(=O)(=O)N3CCOCC3)ccc21	106	0.4
Cc1cccc(NC(=O)CN2C(=O)C3C4C=CC(C4)C3C2=O)c1 (stereo not given)	102	0.2
CC(C)CC(NC(=O)c1ccc(C23CC4CC(CC(C4)C2)C3)cc1)C(=O)NCc1cccnc1 (stereo not given)	101	0.2
CN1CCOCCOCCN(C)C1=O	103	0.5
c1ccc2[nH]c(Cc3nc4ccccc4s3)nc2c1	99	-0.3
Cc1cc(C(=O)OCC(=O)OC2CC(C)CCC2C(C)C)c(C)o1 (stereo not given)	111	1.3
CCCC(=O)NCc1cn2ccsc2n1	100	-1.4
CN(CCCc1[nH]nc(N)c1C#N)c1nc(-c2cccs2)nc2ccccc12	108	-0.3
CC(C)Cn1c(SC/C(O)=C(\C#N)C(=O)NCc2ccccc2)nc2ccccc21	98	-0.3
CCOC(=O)c1ccc(N2CCN(c3cccc(Cl)c3)CC2)c(NC(=O)Nc2ccc(OC)cc2OC)c1	105	-0.6
CC(=O)N/C(=C/c1ccccc1)C(=O)N1CCc2ccccc21	101	-0.2
O=c1ccc(-c2ccc(S(=O)(=O)NCCCN3CCCCCC3)s2)n[nH]1	102	0.4
Cc1ccc(Nc2ncnc3sc4c(c23)CCC(C)C4)cc1C (stereo not given)	105	0.1
CCc1cccc2c(C#N)cn(CCOc3ccccc3OC)c12	101	0
CC1CCN(C(=O)CSc2nnc(Cc3ccccc3)o2)c2ccccc2S1 (stereo not given)	102	0
O=C(OCC(=O)N(Cc1ccccc1)Cc1ccccc1)c1ccc2ccccc2n1	103	0.4
COc1ccc(OC)c(CNS(=O)(=O)c2c(C(=O)N3CCCCCC3)c(C)n(C)c2C)c1	106	0.1
O=C(O)c1c2ccccc2[nH]c2c1oc1cc(=O)ccc12	77	-7.4
CCCOc1ccc(C(=O)Nc2cccc(-c3nc4ccccc4[nH]3)c2)cc1	103	-0.6

Next results:
Structure	Polio RdRp inh	Polio RdRp inh FP z-score
Cc1ccc(-n2cc(C(=O)c3cc(C)ccc3O)cc(C#N)c2=O)cc1	103	0.3
O=C(CSc1nc(-c2ccccc2)nc2c1CCCC2)c1ccc(Cl)cc1	108	0.8
COc1cccc(CNC(=O)CSc2n[nH]c(-c3ccccc3Cl)n2)c1	109	0.2
CC(C)(C)NS(=O)(=O)c1ccc(F)cc1	104	0
CCOc1ccc(NC(=O)C2CCC(CNS(=O)(=O)c3ccc4c(c3)CCCC(=O)N4)CC2)cc1 (stereo not given)	110	0.7
O=C(CSc1ccccc1C(=O)O)c1ccc(Cl)cc1	107	0.5
CCOC(=O)c1c(C)[nH]c(C)c1S(=O)(=O)N1CCCC(C(=O)Nc2cccc(C)n2)C1 (stereo not given)	105	-0.1
CCCN(CCC)C(=O)c1ccc2c(c1)N(Cc1ccccc1F)C(=O)c1ccccc1S2(=O)=O	103	0.4
COc1ccc(CN2CCN(c3ccccn3)CC2)cc1OCc1ccccc1	101	0.1
COc1cc(NC(=O)CCC2CCCC2)c(C(=O)O)cc1OC	104	0.2
O=c1[nH]c(=O)n([C@H]2C[C@@H](O)[C@@H](CO)O2)cc1C(F)(F)F	101	0.7
CCOC(=O)N1CCN(C(=O)CSc2nnc(Cc3cccn3C)n2-c2ccc(C)cc2)CC1	101	0.2

Reformatted: entries from further up
The line under a structure holds: Polio RdRp inh | Polio RdRp inh FP z-score
- O=C(CSc1nc(-c2ccccc2)nc2c1CCCC2)c1ccc(Cl)cc1
    108 | 0.8
- COc1cccc(CNC(=O)CSc2n[nH]c(-c3ccccc3Cl)n2)c1
    109 | 0.2
- CC(C)(C)NS(=O)(=O)c1ccc(F)cc1
    104 | 0
- CCOc1ccc(NC(=O)C2CCC(CNS(=O)(=O)c3ccc4c(c3)CCCC(=O)N4)CC2)cc1 (stereo not given)
    110 | 0.7

(more compounds)
Structure	Polio RdRp inh	Polio RdRp inh FP z-score
CCOc1ccc(C(=O)c2cccs2)cc1	103	0.8
CCN(CC)C(=O)c1oc2ccc(S(=O)(=O)N3CCCC3)cc2c1C	98	-0.2
Cn1c(C(C#N)c2nc(C#N)c(C#N)nc2Cl)nc2ccccc21 (stereo not given)	93	-0.6
CN(Cc1ccccc1)C(=O)c1cc2c(s1)-c1ccccc1S(=O)(=O)C2	100	-1.5
Oc1c(Cl)cc(Cl)cc1CN1CCN(c2cccc(Cl)c2)CC1	100	0
CCOC(=O)Cc1ccc(NC(=O)Nc2c[nH]c(=O)[nH]c2=O)cc1	95	-3.1
COc1ccc(-c2nc3nc(C)cc(Nc4ccc(C(C)=O)cc4)n3n2)cc1	105	-0.2
CS(=O)(=O)c1ccc2nc(NC(=O)c3ccccc3)sc2c1	103	0.3
Cc1cccc(NC(=O)Cn2cc(S(=O)(=O)Cc3ccccc3Cl)c3ccccc32)c1	109	0.6
C=Cn1c(C(=O)O)ccc1-c1ccc(C)cc1	104	-0.2
Cc1cccc(N2CCN(C(=O)c3cnn(-c4cccc(Cl)c4C)c3C3CCNCC3)CC2)c1C	101	-0.3
COc1ccc2occ(C(O)c3ccccc3)c2c1 (stereo not given)	103	0.9
O=C(Nc1ccc(F)cc1F)c1ccc2c(O)c(S(=O)(=O)c3ccc(Cl)cc3)c(=O)[nH]c2c1	97	-1.2
Cc1[nH]c2ccccc2c1C(=O)C(C)Sc1nnc(-c2ccccc2)o1 (stereo not given)	108	0.6
Cc1c2cnn(CC(=O)N3CCN(c4ccc(F)cc4)CC3)c(=O)c2c(C)n1Cc1ccccc1F	110	0.7
O=C(Cn1cnc2ccccc2c1=O)OCC(=O)c1ccc2c(c1)OCO2	106	0.5
CN(C)c1cccc(C(=O)NCC(c2cccs2)N(C)C)c1 (stereo not given)	110	1.2
CC1CCCN(C(=O)COC(=O)c2ccc(Br)cc2)C1 (stereo not given)	105	1.7
Cc1ccc(NC(=O)c2cccnc2)cc1C	107	1.3
CN1CCCNC1c1ccc(-c2ccc(Br)cc2)o1 (stereo not given)	104	0.5
COc1cccc(CNCc2cccn2-c2nnc(N3CCCC3)s2)c1	101	0
Cc1cccc(Cc2cnc(NC(=O)Cn3cnc4ccccc4c3=O)s2)c1	105	0.3
CCOc1ccc(CN(C)C(C)c2nnc(-c3ccc(C)cc3)o2)cc1 (stereo not given)	102	-0.1
CC(Cc1ccccc1)NCc1ccco1 (stereo not given)	102	0
O=C(O)c1cccc(-n2nnnc2SCc2ccccn2)c1	100	-0.1
S=C(NCC(c1cccnc1)N1CCOCC1)NC1CCCCC1 (stereo not given)	101	0.2
COc1ccc(Cc2nc(-c3ccc(Br)cc3)no2)cc1	99	-1.3
O=c1oc2ccc(Br)cc2cc1-c1csc(-c2ccccc2)n1	107	-0.1
O=C(OCC(=O)N1N=C(c2ccc(Cl)cc2)CC1c1ccco1)c1cc(S(=O)(=O)N2CCOCC2)ccc1Cl (stereo not given)	104	0.3
N/C(=N\S(=O)(=O)c1cc(C(F)(F)F)cc(C(F)(F)F)c1)N1CCSCC1	107	0.6
Cc1ccc(SCC(=O)NC2CC2)cc1	100	-0.4
COc1ccccc1N1CCN(C(=O)c2cn(C)c3ccc(S(=O)(=O)N4CCOCC4)cc3c2=O)CC1	101	-0.7
COc1ccc(NC(=O)c2c(C)oc3ccc(O)c(CN4CCC(C)CC4)c23)cc1	99	-2.1
CCc1nnc2c(NC)nc3ccccc3n12	103	0.2
CCNC(=O)c1ccc(OCc2c(C)noc2C)c(OC)c1	99	-0.7
CC12CCC3C(CCC4CC(=O)CC43C)C1CCC2O (stereo not given)	103	0.3
COc1cc(NC(=O)CNS(=O)(=O)c2cccs2)cc(OC)c1OC	114	1.5

As entered above.
N/C(=N\S(=O)(=O)c1cc(C(F)(F)F)cc(C(F)(F)F)c1)N1CCSCC1 | Polio RdRp inh: 107
O=c1oc2ccc(Br)cc2cc1-c1csc(-c2ccccc2)n1 | Polio RdRp inh: 107

From PubChem

A portion of the library; the hit share may differ from the screen's.
